From PubChem BioAssay
MOR-DOR inv ag = inverse agonists of MOR-DOR heterodimerization, primary screen, cell-based, luminescence | cell-based MOR-DOR heterodimer luminescence, inverse agonism | inhibition, % at 9.3 µM | hit rate 0.21% among 340,000; in the data active = inhibition above about 22%, passing the limit was not always enough;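 also: 0% = cells with DMSO and 100% = wells without cells with DMSO; values of inactives mirror those of a sister screen read the other way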
Keap1-Nrf2 PPI = Keap1-Nrf2 protein-protein interaction inhibitors, primary screen, biochemical, fluorescence polarization, single point; hit rate 0.15% among 340,000; inhibition, % at 9.4 µM; Keap1 Kelch-Nrf2 peptide fluorescence polarization, 1536-well; Kelch-like ECH-associated protein 1 (Homo sapiens), Q14145; in the data active = inhibition above about 12%;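 also: human Keap1 Kelch domain with fluorescein labeled Nrf2 9mer peptide probe; 0% = neutral control wells and 100% = peptide positive control; higher means more block of Keap1 binding to Nrf2 peptide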
Target sequence (Q14145 whole entry, looked up, the tested form may be a part): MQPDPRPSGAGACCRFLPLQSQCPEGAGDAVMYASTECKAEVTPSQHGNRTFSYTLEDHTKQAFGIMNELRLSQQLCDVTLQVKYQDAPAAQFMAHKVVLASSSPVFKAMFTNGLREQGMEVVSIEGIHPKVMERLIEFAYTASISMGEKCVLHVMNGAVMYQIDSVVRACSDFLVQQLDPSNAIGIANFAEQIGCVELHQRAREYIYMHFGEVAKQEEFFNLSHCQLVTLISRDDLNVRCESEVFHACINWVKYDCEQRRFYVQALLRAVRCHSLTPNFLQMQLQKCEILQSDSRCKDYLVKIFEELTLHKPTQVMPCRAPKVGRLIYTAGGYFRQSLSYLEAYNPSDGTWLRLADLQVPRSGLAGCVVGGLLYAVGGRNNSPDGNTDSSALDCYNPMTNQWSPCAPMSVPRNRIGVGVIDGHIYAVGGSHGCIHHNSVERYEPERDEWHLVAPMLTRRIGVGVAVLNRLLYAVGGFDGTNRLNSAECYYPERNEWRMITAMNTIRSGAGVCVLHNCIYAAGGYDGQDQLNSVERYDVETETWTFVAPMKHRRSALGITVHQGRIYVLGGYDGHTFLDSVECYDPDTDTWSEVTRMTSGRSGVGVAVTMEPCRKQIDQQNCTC
HTR5A ag ctr = HTR5A agonists in luminescence cell assay, primary screen, counter-screen for OPRM1-OPRD1 heterodimer agonist project, full-deck HTS | hit rate 0.61% among 340,000 | activation, % at 9.3 µM | cell-based; in the data active = activation mostly above about 9.5%, no sharp cut-off; inactive = mostly below about 7.6%;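 also: 0% = cells with vehicle only and 100% = reference agonist; strong numbers were not always called active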
Target sequence (P47898 whole entry, looked up): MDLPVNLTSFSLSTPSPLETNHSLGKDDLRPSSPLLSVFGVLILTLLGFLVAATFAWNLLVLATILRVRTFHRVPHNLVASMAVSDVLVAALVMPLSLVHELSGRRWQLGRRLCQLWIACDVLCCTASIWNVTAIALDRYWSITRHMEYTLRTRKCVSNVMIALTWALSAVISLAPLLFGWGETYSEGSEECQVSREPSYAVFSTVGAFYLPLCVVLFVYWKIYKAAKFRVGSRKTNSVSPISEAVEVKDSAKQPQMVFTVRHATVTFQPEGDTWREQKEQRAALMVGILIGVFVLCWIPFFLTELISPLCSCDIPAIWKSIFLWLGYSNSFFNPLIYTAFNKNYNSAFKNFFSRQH
RTF Ca sens inh = cardiac RTF calcium sensitivity inhibitors, primary screen, biochemical, IANBD-TnC fluorescence, EC70 calcium; inhibition, % at 7.15 µM; IANBD-labeled cardiac RTF, Ca2+ fluorescence; Troponin I, cardiac muscle (Homo sapiens) + Troponin T, cardiac muscle (Homo sapiens) + …; hit rate 0.12% among 340,000;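 active = inhibition above the mean inhibition of all tested compounds plus 3 SD, cut at about 17% in these data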;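 also: assay run at fixed EC70 calcium of 1.6 mM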
C-LANA FP = inhibitors of KSHV C-LANA binding to DNA, primary screen, biochemical, fluorescence polarization, FAM-LBS DNA, MBP-C-LANA, single point | hit rate 0.078% among 340,000 | inhibition, % at 9 µM;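 active = highest replicate inhibition at or above 60% at 9 µM, even if other replicates fall short; inactive = all replicates below 60% inhibition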;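 also: 0% = neutral control wells and 100% = 4 µM acridine orange control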
MOR-DOR ag = agonists of OPRM1-OPRD1 heterodimerization, primary screen, cell-based, luminescence; Mu-type opioid receptor (Homo sapiens) + Delta-type opioid receptor (Homo sapiens), …; cells; activation, % at 9.3 µM; hit rate 0.3% among 340,000; AID 504326, 2011; in the data active = activation above about 18%;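 also: 0% = vehicle-treated cells and 100% = reference agonist; values of inactives mirror those of a sister screen read the other way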
HTR5A inv ctr = HTR5A inverse agonists in luminescence cell assay, primary screen, counter-screen for OPRM1-OPRD1 heterodimer inverse agonist project, full-deck HTS; 5-hydroxytryptamine receptor 5A (Homo sapiens), P47898; HTR5A cell line, inverse agonism; inhibition, % at 9.3 µM; hit rate 0.083% among 340,000; in the data active = inhibition mostly above about 23%, no sharp cut-off; inactive = mostly below about 18%;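 also: 0% = cells with DMSO and 100% = no-cell wells with DMSO; some compounds called inactive have numbers as strong as hits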
RTF Ca sens act = cardiac RTF calcium sensitivity activators, primary screen, biochemical, IANBD-TnC fluorescence, EC20 calcium | Troponin I, cardiac muscle (Homo sapiens) + Troponin T, cardiac muscle (Homo sapiens) + … | AID 493008, 2010 | activation, % at 7.2 µM | IANBD-labeled TnC RTF fluorescence at EC20 calcium; 0% EC20 calcium, 100% full calcium | hit rate 0.24% among 340,000;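 active = activation above the mean over all tested compounds plus 3 SD, cut at about 30% in these data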;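 also: rise in fluorescence read as greater calcium sensitivity of cardiac thin filaments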
CAL-PDZ inh HTS = untagged CAL PDZ binding inhibitors, primary screen, biochemical, fluorescence polarization, HTS; Golgi-associated PDZ and coiled-coil motif-containing protein (Homo sapiens), Q9HD26; inhibition, % at 24.9 µM; hit rate 0.92% among 300,000; purified CAL PDZ, TMR-peptide fluorescence polarization, 1 h; AID 602252, 2012;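 active = mean inhibition of at least 30% with at least half of replicates also reaching 30%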;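 also: 0% = DMSO neutral control and 100% = excess unlabeled competitor peptide PRC23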
V-ATPase pH = regulators of yeast V-ATPase proton pumping, primary screen, pHLuorin cytosolic pH fluorescence | S. cerevisiae | hit rate 0.37% among 350,000 | response, % at 10 µM | AID 504577, 2011; in the data active = response mostly above about 7.3%, no sharp cut-off; inactive = mostly below about 5.4%; also: actives read high; inactives centre near 0; some compounds called inactive have numbers as strong as hits; reference of the scale not given here
Active calls of the source: *; i = inactive; x = no result given.

Below each compound: Keap1-Nrf2 PPI | C-LANA FP | MOR-DOR inv ag | MOR-DOR ag | HTR5A inv ctr | RTF Ca sens inh | HTR5A ag ctr | V-ATPase pH | CAL-PDZ inh HTS | RTF Ca sens act
1. CCOC(=O)CC1Sc2ccccc2NC1=O (configuration not stated)
    3 | 1.7 | 8 | -1.5 | -31 | -6 | 0 | -2 | 2 | -2
2. C=CCNC(=O)c1cc(-c2ccncc2)nc2c(C)cc(C)cc12
    -9 | 2.1 | 13 | -2.5 | 9 | 3 | -4 | 0 | x | 1
3. CCOC(=O)C1CCCN(C(=O)c2cc3cc4ccc(OC)cc4nc3o2)C1 (configuration not stated)
    2 | 0.6 | 11 | -2.2 | 1 | 0 | 1 | -2 | 5 | 0
4. Cc1ccc(S(=O)(=O)c2nc(S(C)(=O)=O)sc2N2CCOCC2)cc1
    -3 | 0.0 | 8 | -1.6 | -1 | -4 | 1 | -1 | 3 | -1
5. CC1(c2ccc(Cl)cc2)NC(=O)N(CC(=O)NC2CCCCC2)C1=O (configuration not stated)
    1 | 0.2 | 14 | -2.8 | 0 | 1 | 0 | 1 | 6 | 1
6. COC(=O)CN1C(=O)[C@H]2[C@@H](c3ccc(C)o3)N3C(=O)CN(Cc4ccccc4)C(=O)[C@@]3(C)[C@H]2C1=O
    -2 | 2.6 | 10 | -1.7 | 3 | -8 | -1 | 1 | 0 | -6
7. Cc1cc(C)cc(C(=O)Nc2ccc(N3CCN(C(=O)c4ccco4)CC3)cc2)c1
    -6 | 1.9 | 9 | -1.8 | -24 | 1 | 10 | -5 | -2 | 3
8. Cc1ccc2c(C(=O)CNc3nncs3)c(C)[nH]c2c1
    -3 | 0.7 | 6 | -1.1 | 6 | -7 | -1 | -2 | -1 | 5
9. NNC(=O)c1ccc(CSc2nc3ccccc3[nH]2)cc1
    3 | -0.6 | 0 | 0.1 | 10 | -15 | 0 | -2 | x | 5
10. COc1ccc(NC(=O)NCc2ccc3c(c2)OCO3)cc1
    -5 | 0.8 | 1 | -0.1 | -26 | -4 | 9 | -1 | 1 | 4
11. O=C(Cc1ccccc1)NC(NCCc1ccccc1)C(Cl)(Cl)Cl (configuration not stated)
    3 | -0.2 | 8 | -1.4 | 13 | -1 | 3 | 1 | -2 | 6
12. COc1cccc(OCCCOc2ccccc2C(C)C)c1
    2 | 0.2 | -1 | 0.1 | -1 | -8 | 0 | 3 | -1 | -2
13. CCOc1ccccc1OCCCC(=O)ON=C(N)c1ccccc1
    0 | -0.6 | -13 | 2.5 | 4 | 1 | -1 | -2 | x | 3
14. N=c1ccn(O)cc1CCc1ccccc1
    -5 | 1.0 | 19 | -4.0 | -10 | 2 | 3 | 2 | 1 | 3
15. O=C(CSc1nnc(CNC(=O)c2c(F)cccc2F)o1)Nc1ccc2c(c1)OCCO2
    -4 | -0.1 | 14 | -2.0 | -8 | 2 | 2 | -1 | -6 | -6
16. O=C(Cc1ccccc1)Nc1ccc(NC(=O)C2CCCCC2)nc1
    2 | 14 | 8 | -1.4 | -23 | 0 | 4 | -1 | 1 | -3
17. CNC(=S)NCc1ccc(Cl)cc1
    -2 | 0.0 | 11 | -2.1 | -13 | -6 | 0 | -2 | 1 | 3
18. O=S(=O)(c1cccc(F)c1)N1CCc2sccc2C1c1ccc(OC(F)(F)F)cc1 (configuration not stated)
    3 | -0.2 | x | x | x | x | x | -4 | -4 | x
19. COc1ccc2cc(C3CC(c4ccco4)=NN3C(=O)CCC(=O)O)c(Cl)nc2c1 (configuration not stated)
    -2 | -1.3 | 7 | -1.4 | -13 | 1 | 4 | 0 | -1 | 0
20. Clc1ccc(-n2nnc(-c3ncc[nH]3)n2)cc1Cl
    5 | 0.5 | 9 | -1.7 | 25 | -1 | -10 | -2 | -2 | 5
21. Cc1ccccc1OCC(=O)N1N=C(c2cccnc2)CC1(O)C(F)(F)F (configuration not stated)
    3 | -5.2 | -7 | 1.2 | 9 | -3 | -3 | -2 | 2 | -1
22. O=C(CCCCCC(=O)N(CCO)CCO)N(CCO)CCO
    -5 | 3.8 | 16 | -3.8 | 6 | 3 | -2 | -1 | 0 | -6
23. Cc1ncccc1C(=O)N1CCCC(CCC(=O)N2CCN(c3ccccn3)CC2)C1 (configuration not stated)
    1 | 1.3 | 19 | -3.5 | -2 | -5 | 2 | -4 | -3 | -4
24. Cc1ccc2nc(SCC(=O)N3CCCc4ccccc43)nc(=O)n2c1
    -9 | 0.3 | 20 | -3.6 | 7 | 9 | -3 | 6 | -4 | 4
25. COc1cc(OC)cc(-c2c(C#Cc3ccsc3)c3cc(-c4ccc(C(N)=O)cc4)ccc3n2C)c1
    0 | 1.5 | -5 | 0.8 | -6 | -9 | 2 | -2 | -1 | -3
26. COC(=O)CCN(C(=O)C12CC3CC(CC(C3)C1)C2)c1ccccn1
    2 | -0.3 | 14 | -2.4 | -13 | 8 | -3 | -3 | -24 | 5
27. N#Cc1cc(-c2ccccc2)nnc1Sc1ccc(Cl)cc1
    3 | -0.8 | 5 | -1.0 | 2 | -2 | 7 | -3 | -1 | -5
28. CCn1nc(C)cc1C(=O)N1CCCC(CCC(=O)NCc2ccccc2F)C1 (configuration not stated)
    -2 | 0.4 | 17 | -3.7 | 3 | -17 | -1 | 2 | 2 | 4
29. O=C(COC(=O)c1ncc(Cl)c(Cl)c1Cl)c1ccc(Cl)s1
    1 | 1.0 | 15 | -2.8 | 5 | -10 | -2 | -3 | -2 | 10
30. CCCN(CCC)CCOc1cc(C)ccc1C(C)C
    -4 | -2.8 | -43 | 8.5 | -2 | -15 | 4 | -1 | -1 | 9
31. O=C(/C=C/c1ccco1)NC(=S)Nc1ccccn1
    -2 | 1.8 | 18 | -3.2 | -15 | 5 | 0 | -4 | -1 | 3
32. CC(C)[C@@H]1NC(=O)N(c2ccc(Oc3ccccc3)cc2)C1=O
    -6 | 0.9 | -12 | 2.6 | -14 | -11 | 1 | 2 | -1 | 0
33. O=[N+]([O-])c1cc([N+](=O)[O-])c2cc3ccccc3nc2c1
    -9 | 0.8 | -20 | 4.0 | -10 | 2 | 3 | 13 | 1 | 2
34. O=C(COc1ccccc1Cc1ccccc1)Nc1cccnc1
    0 | -0.9 | -7 | 1.9 | 10 | -5 | 6 | -3 | 0 | 2
35. CCN(CC(=O)Nc1ccc(NC(C)=O)cc1)C(=O)c1ccc(N2CCCC2)c([N+](=O)[O-])c1
    -5 | -0.2 | 17 | -2.5 | -5 | 0 | -1 | 4 | -5 | 2
36. CC(=O)N1CCN(S(=O)(=O)c2cccc(C(=O)N(Cc3ccccc3)c3ccc(C)cc3)c2)CC1
    0 | -0.9 | 15 | -2.8 | -18 | 2 | -2 | -2 | -7 | -9
37. O=C1CC(c2ccccc2F)c2cc3c(cc2N1)CCC3 (configuration not stated)
    1 | -1.0 | -14 | 2.5 | -2 | 4 | 1 | 11 | -5 | -4
38. CCn1c(COc2ccccc2C)nc2ccccc21
    -2 | -1.9 | 8 | -1.5 | -19 | -8 | 6 | 7 | -1 | 6
39. CCOC(=O)C1(CCOc2ccccc2)CCN(Cc2ccc(OC)cc2)CC1
    2 | 1.6 | i | 224* | 5 | 7 | -1 | -2 | -5 | 7
40. CC1CCN(C(=O)CSc2nnc(CNC(=O)c3c(F)cccc3F)o2)CC1
    -3 | -1.3 | 10 | -1.5 | -9 | -6 | 0 | -2 | -4 | -4
41. CCOC(=O)c1[nH]c2cc(OC)c(OC)cc2c1NC(=O)C(C)N1CCN(Cc2ccccc2)CC1 (configuration not stated)
    -2 | -0.2 | -15 | 2.6 | -9 | -10 | 1 | -6 | 0 | -1
42. CCOc1ccc(CN(C)CC(=O)Nc2cccc(C)c2)cc1OC
    -4 | -1.5 | 7 | -1.4 | -33 | -6 | -5 | 0 | -4 | -5
43. CC(=O)N/C(=C/c1ccccc1)C(=O)NCCO
    -3 | 2.2 | 17 | -2.7 | 1 | -3 | 2 | -5 | 7 | -4
44. O=C(Nc1ccc2c(c1)OCO2)c1cccs1
    0 | 1.1 | 8 | -1.5 | -15 | -3 | 5 | -3 | -1 | 3
45. COc1ccc(CCNC(=S)N2CCN(S(=O)(=O)c3ccc(F)cc3)CC2)cc1
    -3 | 0.5 | 7 | -1.3 | -24 | -5 | 3 | 0 | -3 | -8
46. CCc1ccccc1Oc1coc2cc(O)ccc2c1=O
    -3 | -6.4 | 1 | -0.2 | 6 | -6 | -2 | -2 | 1 | -8
47. Cc1nnc(SCC(=O)N2CCC(Cc3ccccc3)CC2)n(N)c1=O
    -3 | -0.3 | 8 | -1.9 | 3 | -8 | 1 | 13 | x | 0
48. COc1ccc(-c2csc(CCN3N=C(C)CC3=O)n2)cc1
    -14 | -1.0 | 4 | -0.7 | 13 | -9 | 0 | 0 | 2 | 12
49. Cc1ccc(NC(=O)CCC(=O)NNC(=O)c2cccs2)cc1C
    1 | -0.6 | -6 | 1.1 | 25 | -9 | 1 | 0 | x | -3
50. CN(C)c1ccc(C(=O)N2CCN(C(=O)C3CCCO3)CC2)cc1 (configuration not stated)
    -6 | 0.3 | 6 | -1.5 | 2 | -7 | -4 | 2 | 10 | 1

Continuation:
Below each compound: Keap1-Nrf2 PPI | C-LANA FP | MOR-DOR inv ag | MOR-DOR ag | HTR5A inv ctr | RTF Ca sens inh | HTR5A ag ctr | V-ATPase pH | CAL-PDZ inh HTS | RTF Ca sens act
51. O=C(Nc1ccc2c(c1)OCCO2)C1CCN(C(=O)c2ccc(Br)cc2)CC1
    1 | 0.3 | 22 | -4.8 | 0 | -2 | -2 | -1 | 0 | 1
52. CC#CCN(CC#CC)S(=O)(=O)c1ccc(S(=O)(=O)N2CCOCC2)cc1
    5 | 1.1 | 11 | -1.9 | -1 | -3 | 0 | 2 | 3 | 6
53. Cc1nn(-c2ccccc2)c(NC(=O)c2ccccc2)c1Br
    -1 | -0.3 | 3 | -0.6 | -2 | -16 | -4 | -4 | -4 | -3
54. CCN(Cc1ccccc1)S(=O)(=O)c1ccc2oc(C(=O)O)c(C)c2c1
    2 | -2.6 | 0 | 0.0 | 0 | -4 | 2 | -4 | 2 | -2
55. COc1ccc2oc(-c3cccc(NC(=O)CSc4ccc(Cl)cc4)c3)nc2c1
    -7 | -1.2 | -19 | 3.5 | -19 | -3 | -2 | -3 | -4 | 8
56. CC(C)C[C@H](NC(=O)C1CC(=O)N(c2ccc3c(c2)OCCO3)C1)C(=O)NC1CCCC1 (some centres not stated)
    -1 | -1.2 | 14 | -2.8 | 5 | -2 | -1 | 2 | -1 | -6
